Screens deposited in PubChem by several laboratories.
eLon inh – E. coli protease La inhibition. purified E. coli Lon protease, fluorescence polarization. inhibition, % at 7.94 µM. actives 0.42% (n = 360,000). AID 602123; in the data active means inhibition above about 13%, passing the limit was not always enough;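 further: 0% = enzyme with probe and DMSO and 100% = no enzyme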
bovine MsrA act – activators of bovine methionine sulfoxide reductase A; AID 602163; purified bovine MsrA, absorbance read-out; activation, % at 10.6 µM; actives 0.3% (n = 360,000); in the data active means activation above about 7.5%;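 further: 0% = vehicle and 100% = reference activator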
SKN-1 block – C. elegans SKN-1 inhibition; C. elegans VP596 Pgst-4::GFP/RFP ratio, acrylamide-induced, 24 h; inhibition, % at 21.8 µM; actives 0.49% (n = 360,000);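 active means interference check ratio from 0.5 to 1.5 plus GFP to RFP signal ratio inhibition reaching or exceeding a fixed threshold, cut at about 30% in these data, passing the limit was not always enough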; further: some compounds called inactive have numbers as strong as hits
MT1-MMP act inh – MT1-MMP (human) activation inhibition; P50281; HT1080 RFP-PRO-GFP cells, GFP/RFP ratio fluorescence, overnight; percent of plate control window, DMSO zero; GFP/RFP ratio change, % at 20 µM; actives 0.061% (n = 360,000); AID 651647;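 active means GFP/RFP ratio change of at least 30% with cell ATP level not reduced by more than half and red fluorescence within 50% of control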; further: strong numbers were not always called active
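system = RFP-PRO-GFP reporter HT1080 cells | dosing = 20 µM single dose, 1% DMSO | timing = overnight cell settling, then overnight compound exposure, 37 °C, 5% CO2 | read-out basis = GFP/RFP fluorescence ratio | controls = DMSO and RFP-L50D-GFP cell wells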
Rin1-Abl PPI inh – inhibitors of human Rin1-Abl protein interaction; actives 0.4% (n = 360,000); inhibition, % at 7.35 µM; TR-FRET Rin1/Abl binding, biochemical; P00519+Q13671; AID 588664; in the data active means inhibition above about 5%, passing the limit was not always enough
FAS-TE inh – blocks the thioesterase domain of human fatty acid synthase. recombinant FAS-TE, OMFH fluorogenic substrate, fluorescence endpoint. P49327. inhibition, % at 15 µM. actives 0.67% (n = 360,000);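 active means compounds whose normalised, plate-corrected inhibition of enzyme fluorescence in the single-dose primary screen is 50% or more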;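 further: 0% = DMSO with enzyme and 100% = substrate without enzyme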
CendR NRP1 mod – alters CendR peptide binding to human NRP-1. O14786. FAM-RPARPAR peptide binding to NRP-1, fluorescence polarization. inhibition, % at 25 µM. actives 0.85% (n = 360,000);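 active means inhibition or corrected inhibition above about 18%, plus a signal ratio from 0.5 to 1.5, limit read from the data, passing the limit was not always enough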; further: strong numbers were not always called active
MsrA inhibitor – inhibitors of bovine MsrA; purified bovine MsrA, absorbance read-out; actives 0.75% (n = 360,000); inhibition, % at 15.5 µM; AID 651718; in the data active means inhibition above about 4.5%;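 further: 0% = vehicle wells with enzyme and 100% = reference inhibitor wells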
Neddyl block – blocks human cullin neddylation; TR-FRET cullin neddylation, biochemical; calls only at 25 µM; actives 0.58% (n = 360,000); in the data active means inhibition above about 36%
Target sequence (P61081 whole entry, looked up): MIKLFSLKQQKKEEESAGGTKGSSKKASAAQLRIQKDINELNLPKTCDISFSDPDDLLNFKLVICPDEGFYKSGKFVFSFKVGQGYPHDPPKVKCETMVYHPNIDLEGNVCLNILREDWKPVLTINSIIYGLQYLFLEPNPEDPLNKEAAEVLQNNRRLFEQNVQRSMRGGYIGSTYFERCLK
Target sequence (Q13564 whole entry, looked up): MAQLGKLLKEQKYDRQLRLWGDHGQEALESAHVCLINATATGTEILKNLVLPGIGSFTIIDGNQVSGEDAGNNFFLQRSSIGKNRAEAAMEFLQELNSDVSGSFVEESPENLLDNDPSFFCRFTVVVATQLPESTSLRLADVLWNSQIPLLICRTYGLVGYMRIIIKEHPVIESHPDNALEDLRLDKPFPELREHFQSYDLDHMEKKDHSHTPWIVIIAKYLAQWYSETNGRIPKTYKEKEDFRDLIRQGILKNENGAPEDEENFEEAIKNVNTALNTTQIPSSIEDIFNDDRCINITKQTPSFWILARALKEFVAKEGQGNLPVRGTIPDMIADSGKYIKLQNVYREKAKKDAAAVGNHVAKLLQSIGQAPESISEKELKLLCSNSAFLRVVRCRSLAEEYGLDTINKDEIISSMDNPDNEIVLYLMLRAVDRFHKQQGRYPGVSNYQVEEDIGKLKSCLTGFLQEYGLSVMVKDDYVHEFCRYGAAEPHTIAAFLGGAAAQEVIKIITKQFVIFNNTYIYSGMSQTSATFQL
* = called active by the depositor; i = inactive; · = not tested or not shown.

SMILES | eLon inh | bovine MsrA act | SKN-1 block | MT1-MMP act inh | Rin1-Abl PPI inh | FAS-TE inh | CendR NRP1 mod | MsrA inhibitor | Neddyl block
COc1ccc(CNC(=O)CSCc2ccccc2Cl)cc1 | -8.8 | -5.8 | -2.2 | 2.2 | -1.3 | -8.3 | 6.1 | 1.5 | i
CCCCn1c(N)c(N(CC)C(=O)c2ccccc2C)c(=O)[nH]c1=O | 0.7 | -5.0 | 12.5 | -3.7 | 2.8 | -3.1 | 12.3 | 1.9 | i
CCN(CC)S(=O)(=O)c1cc(NC(=O)CN2C(=O)NC(C)(c3ccccc3)C2=O)ccc1C (stereo not drawn) | 15.1 | -3.8 | 9.2 | 4.0 | 1.8 | -0.5 | -0.5 | 0.3 | i
CCOc1cc(CNCC(C)C)cc(Cl)c1OCc1ccccc1 | -3.1 | -0.2 | 19.5 | -1.9 | 6.5 | -4.8 | 0.7 | -0.6 | i
O=C(C[C@@H]1C=C[C@@H](NC(=O)C2CC2)[C@@H](CO)O1)NCc1ccccc1Cl | · | · | 8.7 | -3.1 | · | · | 14.6 | 0.4 | i
O=C(NNC(=O)c1ccccn1)c1cccc([N+](=O)[O-])c1 | -0.9 | -3.2 | 4.7 | 6.6 | 0.3 | -4.0 | -0.8 | -0.1 | i
CN(CC(=O)Nc1ccccc1C(=O)NC1CC1)Cc1ccco1 | 1.9 | -2.5 | 11.7 | -4.1 | 1.5 | -3.7 | -1.2 | 1.3 | i
COc1ccc(-n2c(SCC(=O)OC(C)C)nnc2-c2ccccn2)cc1 | -1.6 | -2.3 | -2.2 | 1.0 | 2.3 | -6.6 | -11.9 | 0.4 | i
CCOc1ccccc1C(=O)N/N=C/c1coc2ccc(Cl)cc2c1=O | -9.3 | -1.5 | 3.4 | -16.0 | -3.9 | 5.3 | -23.3 | 1.9 | i
COc1ccc(NC(=O)c2cc(-c3ccc(C)cc3)on2)cc1 | -3.5 | -0.3 | 6.1 | -0.6 | -2.7 | -3.5 | 7.0 | 0.1 | i
COc1ccccc1-c1cc(C(=O)NC(C)C)no1 | -6.6 | -7.0 | -0.3 | -2.0 | -4.7 | -0.5 | 8.1 | 0.7 | i
CCOc1ccc(N(CC(=O)N/N=C/c2cc([N+](=O)[O-])ccc2Cl)S(C)(=O)=O)cc1 | -3.0 | 0.1 | 19.1 | 1.7 | -2.9 | 18.5 | 4.1 | 1.4 | i
O=C(CNS(=O)(=O)c1ccccc1)Nc1ccc(F)cc1F | -14.8 | -1.5 | -3.6 | -0.6 | -0.8 | -4.4 | 3.0 | -2.0 | i
CC(=O)Nc1ccc(S(=O)(=O)N2CCN(CCCOc3ccccc3Cl)CC2)cc1 | -8.3 | 1.2 | 10.2 | 1.5 | 2.5 | 38.2 | 6.5 | 0.1 | i
Cc1ccc(N(CC(=O)N2CCOCC2)S(=O)(=O)c2ccccc2)cc1 | 1.1 | -5.7 | -9.9 | 3.8 | -0.8 | -2.7 | 0.2 | 0.8 | i
O=C(COc1ccc(Cl)cc1)NCCCNC(=O)c1cnccn1 | -2.5 | -2.7 | 15.6 | 1.9 | 0.3 | -2.9 | 6.7 | -0.1 | i
O=C1C2C3C=CC(CC3)C2C(=O)N1c1cccc(Br)c1 (stereo not drawn) | 2.9 | -0.4 | 3.2 | -3.0 | -4.1 | -3.4 | 12.1 | 0.4 | i
COc1ccc(NC2CCCN(C(=O)CCN3Cc4ccccc4C3=O)C2)cc1 (stereo not drawn) | 1.1 | -3.4 | 3.3 | -2.2 | 3.8 | -2.4 | 6.7 | 0.3 | i
COC(=O)[C@H](C)[C@H]1C[C@]1(C)[C@H](NC(=O)OCc1ccccc1)c1ccccc1 | -4.2 | -1.9 | -9.9 | -2.6 | -0.8 | 19.4 | -8.7 | 0.3 | i
CC1C(=O)Nc2ccccc2N1C(=O)c1ccc(O)cc1 (stereo not drawn) | -0.5 | 0.0 | -4.6 | -0.9 | 1.8 | -3.4 | 1.3 | -0.3 | i
O=C(CCc1nc2ccccc2c(=O)[nH]1)Nc1nnc(SCc2ccccc2)s1 | -4.4 | -1.4 | -2.4 | -4.0 | 3.2 | -0.7 | -45.2 | 0.9 | i
COc1ccc(-c2noc(COc3ccc(Cl)c(C)c3)n2)cc1 | 5.1 | 0.0 | -13.7 | -2.4 | 0.3 | 9.1 | -7.4 | 0.5 | i
CC(=O)N1Cc2ccccc2CC1C(=O)OCC(=O)c1c(N)n(C)c(=O)n(C)c1=O (stereo not drawn) | -7.5 | -8.7 | -2.2 | 1.5 | -0.5 | -2.4 | -0.7 | 0.6 | i
CCOC(=O)C1CCN(C(=O)COC(=O)C2CCN(S(=O)(=O)c3ccc(C)c(C)c3)CC2)CC1 | -5.2 | -4.2 | -23.4 | 1.0 | 1.2 | -2.8 | 0.0 | -0.5 | i
CCOc1ccc(C2Nc3ccccc3NC3=C2C(=O)CC(C)(C)C3)cc1OC (stereo not drawn) | 28.7* | 5.4 | 14.3 | -2.9 | -2.8 | -1.0 | -6.4 | 3.7 | i

Among those listed so far, these have an NH in an aromatic ring:
SMILES | eLon inh | bovine MsrA act | SKN-1 block | MT1-MMP act inh | Rin1-Abl PPI inh | FAS-TE inh | CendR NRP1 mod | MsrA inhibitor | Neddyl block
CCCCn1c(N)c(N(CC)C(=O)c2ccccc2C)c(=O)[nH]c1=O | 0.7 | -5.0 | 12.5 | -3.7 | 2.8 | -3.1 | 12.3 | 1.9 | i
O=C(CCc1nc2ccccc2c(=O)[nH]1)Nc1nnc(SCc2ccccc2)s1 | -4.4 | -1.4 | -2.4 | -4.0 | 3.2 | -0.7 | -45.2 | 0.9 | i

Returning to the listing with the 3 entries that preceded the break.
SMILES | eLon inh | bovine MsrA act | SKN-1 block | MT1-MMP act inh | Rin1-Abl PPI inh | FAS-TE inh | CendR NRP1 mod | MsrA inhibitor | Neddyl block
CC(=O)N1Cc2ccccc2CC1C(=O)OCC(=O)c1c(N)n(C)c(=O)n(C)c1=O (stereo not drawn) | -7.5 | -8.7 | -2.2 | 1.5 | -0.5 | -2.4 | -0.7 | 0.6 | i
CCOC(=O)C1CCN(C(=O)COC(=O)C2CCN(S(=O)(=O)c3ccc(C)c(C)c3)CC2)CC1 | -5.2 | -4.2 | -23.4 | 1.0 | 1.2 | -2.8 | 0.0 | -0.5 | i
CCOc1ccc(C2Nc3ccccc3NC3=C2C(=O)CC(C)(C)C3)cc1OC (stereo not drawn) | 28.7* | 5.4 | 14.3 | -2.9 | -2.8 | -1.0 | -6.4 | 3.7 | i
COc1ccc(OCc2n[nH]c(=S)o2)cc1 | 1.7 | -0.7 | -13.7 | 0.9 | -2.5 | -3.2 | 16.9 | -0.7 | i
Cn1cnc2c(N3CCCCC3)nccc21 | 3.8 | -4.0 | 14.2 | 0.1 | 3.7 | -11.3 | -0.5 | 0.4 | i
O=C(O)CCn1c(=O)[nH]c(=O)n(CCC(=O)O)c1=O | 4.6 | -1.8 | -4.0 | -1.0 | 0.9 | -3.9 | -0.3 | 2.9 | i
CCCn1c(SCC(=O)N2CC(=O)Nc3ccccc32)nc2ccccc21 | -4.7 | -0.9 | -0.8 | -2.3 | 3.7 | -5.5 | 23.3 | -0.6 | i
CCC(C)NC(=O)c1ccccc1NC(=O)/C(=C/c1ccc(OC)cc1)c1ccccc1 (stereo not drawn) | -1.8 | -2.2 | 5.8 | 1.6 | 1.4 | 12.2 | -3.4 | -0.5 | i
O=C(CC(c1ccco1)C1CCCCC1=O)c1ccco1 (stereo not drawn) | 2.7 | 0.3 | 10.5 | -1.8 | 2.4 | -0.6 | -7.3 | 0.4 | i
CCc1cccc(Oc2nn[nH]n2)c1 | -8.5 | -2.3 | -9.4 | 0.4 | -5.5 | -7.9 | 5.8 | · | i
Cc1cccc(C)c1NC(=O)C(c1ccnc2ccccc12)N1CCN(CCN(C)C)CC1 (stereo not drawn) | · | · | -4.4 | 1.7 | · | · | -25.5 | 1.8 | i
Cc1ccc(NC(=O)Cn2c(=O)oc3ccccc32)cc1 | 2.4 | -3.3 | -8.4 | 2.7 | -0.8 | -6.5 | 2.1 | 1.3 | i
COc1ccccc1N1CCN(S(=O)(=O)CCNC(=O)c2cccs2)CC1 | 2.6 | -8.6 | 7.9 | 4.3 | 2.2 | 0.5 | 6.3 | 0.4 | i
CC1(C(=O)Nc2ccc3c(c2)OCCO3)CCN1C(=O)CC1CCCC1 (stereo not drawn) | -11.5 | -1.8 | 5.9 | -0.1 | -0.5 | -5.9 | 0.1 | 0.2 | i
CCCCCCCN1C2=NCCN2c2ccccc21 | -2.0 | -0.9 | 11.8 | -9.4 | 1.2 | -0.7 | 10.3 | 0.5 | i
CCC(=O)Nc1cccc(C2=NOC3(C2)C[C@@H](C(N)=O)N(C(=O)CC(c2ccccc2)c2ccccc2)C3)c1 (stereo partly drawn) | -2.7 | -0.2 | -8.0 | -2.6 | 1.1 | -5.5 | -5.4 | 0.1 | i
Cc1ccc(S(=O)(=O)N(CCC(=O)O)c2ccccc2)cc1 | -6.3 | 1.0 | 1.8 | -5.5 | 2.4 | -4.4 | -4.8 | 0.0 | i
CCCCn1c(N)c(N(CCOC)C(=O)C2CCN(c3ncnc4sc(C)c(C)c34)CC2)c(=O)[nH]c1=O | -1.3 | -3.8 | 0.6 | -4.0 | -1.7 | -2.7 | -3.8 | -0.2 | i
COc1ccc(C(=O)N2CC3(C)CC2CC(C)(C)C3)cc1 (stereo not drawn) | -3.8 | -8.9 | 7.1 | -1.1 | 4.7 | -8.7 | -4.4 | 2.4 | i
CCOC(=O)C1=C(N)Oc2c(oc(CO)cc2=O)C1c1ccc(F)c(F)c1 (stereo not drawn) | 3.7 | -9.7 | 0.9 | 2.4 | 2.5 | 4.8 | -5.4 | 0.8 | i
CCOc1ccc(C(=S)NC2CCCCC2)cc1 | -1.8 | 0.2 | 5.0 | -1.0 | -1.1 | 7.2 | 4.6 | -0.1 | i
N=C1C(c2nc3ccccc3[nH]2)=C(O)CN1c1ccccc1 | 0.2 | -2.8 | 6.9 | 5.5 | -2.6 | -2.1 | -0.5 | -0.8 | i
COc1cc(/C=N/O)cc(Cl)c1OC | 0.0 | -5.3 | -1.2 | -3.5 | 0.0 | -11.1 | -8.1 | -1.1 | i
COc1ccc(-n2nc3c(N4CCC(C(=O)NC5CCCCC5)CC4)nnc(C)c3c2C)cc1 | 0.6 | 2.4 | 11.7 | -6.9 | -7.0 | 0.7 | -50.4 | · | i
O=C(CCn1cnc2ccccc2c1=O)Nc1cccc(Cl)c1 | -0.5 | -1.7 | 0.8 | 2.7 | 3.4 | 3.7 | 7.3 | 0.0 | i
O=C(Cc1c(Cl)cccc1Cl)NC1CC1 | -15.9 | 1.8 | -1.9 | 3.8 | 5.7 | -7.4 | 5.6 | -1.5 | i
O=C(NCCCN1CCOCC1)C1CCCN(S(=O)(=O)N2CCCCC2)C1 (stereo not drawn) | 1.6 | -2.5 | 6.9 | 0.3 | 0.2 | -6.0 | 16.8 | -0.3 | i
Cc1ccc(CN(Cc2ccccc2)C(=S)Nc2ccccc2C)o1 | -13.9 | -1.0 | 5.2 | -11.4 | -1.4 | 22.2 | 9.9 | 0.6 | i
CCOC(CCNC(=O)c1cn(-c2cccc(C)n2)cn1)OCC | -4.3 | -7.0 | 18.8 | -1.3 | 0.5 | -5.0 | -0.7 | 0.2 | i
COc1ccc(CC(N)c2csc(NC(=O)NC(c3ccccc3)c3ccccc3)n2)cc1 (stereo not drawn) | 3.0 | -0.3 | -12.5 | -7.4 | -2.8 | -27.5 | 2.6 | 0.3 | i
COc1ccc(CNC(=O)c2nnn(CC(=O)Nc3cc(C)cc(C)c3)c2N)cc1 | -3.2 | 0.4 | -2.4 | 1.4 | -2.6 | -5.0 | -5.9 | -0.5 | i
CCOc1ccccc1N(CC(=O)Nc1ccc(OC)cc1)S(=O)(=O)c1ccccc1 | -5.7 | -1.7 | 10.5 | -6.7 | 0.4 | 18.9 | -2.2 | -0.6 | i
C=CCn1c(-c2ccc(Cl)cc2)cnc1SC(C)C(N)=O (stereo not drawn) | 2.2 | -3.8 | 3.1 | 4.7 | -2.7 | -4.8 | 19.4* | 1.0 | i
